From PubChem BioAssay
Nrf2 ARE act – activators of Nrf2 (ARE) signaling; AREc32 ARE-luciferase reporter (MCF7-derived line), luminescence, 24 h; Potency, µM (doses to about 46.1 µM), without a hit: at the highest dose activation, actives largely listed as activators; hit rate 0.31% among 410,000; note: potency is the fitted concentration of half-maximal effect; % of control where 0% means no effect; nearly all actives have a fitted effect of over 65% in size
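ARE-driven firefly luciferase activity in AREc32 cells measured after a 24 hr compound exposure at 37 deg C, using Steady-Glo reagent and a 30 min room-temperature hold.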
Mm-Cpn inhibitor – M. maripaludis TRiC chaperonin inhibition. Potency, µM (titrated, usually from 76.9 µM), for the others: at the highest dose activity, negative = inhibition, actives largely listed as inhibitors. purified Mm-Cpn ATPase, ADP Transcreener TR-FRET. AID 504842. hit rate 0.031% among 330,000; note: potency is the fitted concentration of half-maximal effect; % is set by controls: 0 for no effect and ±100 for the full control effect; nearly all actives have a fitted effect of over 80% in size
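Quantitative HTS used 25 nM Mm-CPN and 10 uM ATP in magnesium/KCl Tris buffer, pH 7.4, with 1 mM DTT. Hydrolysis ran 30 min at 37°C; ADP was read by HTRF.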
A549 tox – A549 cytotoxicity, counter-screen for Nrf2 inhibitors. A549 ARE-Fluc cells, CellTiter-Fluor viability, 18-24 h. Potency, µM (series often up to 46 µM), inactives show top-dose activity change, negative = cytotoxicity, hits mostly inhibitors. hit rate 0.16% among 390,000; note: potency is the fitted concentration of half-maximal effect; % is set by controls: 0 for no effect and ±100 for the full control effect
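A549 ARE_Fluc cells in 5% FBS OPTI-MEM were exposed to compounds in concentration-response for 18-24 h at 37 deg C. Viability was read by CellTiter-Fluor fluorescence (Ex 405/Em 525) after 30 min, before the luciferase read.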
HepG2 tox – counter-screen for TGF-b inhibitors: cytotoxicity in HepG2 cells | HepG2 CAGA-GFP viability, ATP luminescence, 18 h | Potency, µM (titrated, usually from 46.1 µM), for inactives: at the highest dose activity change, negative = cytotoxicity, usual class: cytotoxic | hit rate 0.76% among 410,000 | AID 588856; note: potency is the fitted concentration of half-maximal effect; some results filed as inactive show a strong effect at the top dose
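HepG2 CAGA-GFP cells (1000/well, DMEM with 1% FBS) received compound, then TGF-beta at 500 pg/mL final, and were incubated 18 hours at 37 degrees C. Viability was read by CellTiter-Glo luminescence. Media-only wells were set as complete cell-killing and DMSO as no toxicity.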
pAkt inh – blocks phosphorylation of Akt; Neuro2A IGF-stimulated pAkt S473 HTRF, 20 min; active compounds read low; activity change, % for hits at 50 µM; hit rate 0.32% among 360,000; AID 651550; in the data active = activity change below about -80%; inconclusive = mostly about -51% to -80%; note: % is set by controls: 0 for no effect and ±100 for the full control effect
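Neuro2A cells (4,500/well, DMEM with 0.5% FBS) were treated with compound at a single 50 µM final concentration, stimulated with 6 nM IGF for 20 min at 37 °C, and lysed. Phospho-Akt Ser473 was read by HTRF as 665/615 ratio ×10^4.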
Abeta yeast res – A-beta toxicity reversal in yeast | yeast expressing A-beta42, growth rescue, OD600, 48 h; response scale: 0% DMSO, 100% iron-clioquinol control | Potency, µM (titrated, usually from 46.1 µM), for inactives: at the top dose growth rescue, usual class: activators | hit rate 0.063% among 410,000; note: potency is the fitted concentration of half-maximal effect; nearly all actives have a fitted effect of over 55% in size
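Yeast growth medium received pinned compounds, then yeast cells expressing toxic A-beta were added; plates incubated at 30 C for 48 hr. Growth read as absorbance at 600 nm, normalized to DMSO and equimolar FeCl3 plus clioquinol controls.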
Nrf2 inh – inhibitors of Nrf2 signaling | hit rate 2.1% among 360,000 | A549 ARE-Fluc reporter, luciferase luminescence, 18-24 h | Potency, µM (highest dose often 46 µM), without a hit: at the top dose activity change, negative = inhibition, hits mostly inhibitors; note: potency is the fitted concentration of half-maximal effect; % is set by controls: 0 for no effect and ±100 for the full control effect; nearly all actives have a fitted effect of over 60% in size
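Quantitative HTS in A549 cells stably bearing an antioxidant response element-firefly luciferase construct. Inhibition of Nrf2-driven transcription was scored by luminescence after 18-24 h of compound exposure at 37 °C.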
TGFb inhibitor – blocks TGF-b signaling. AID 588855. hit rate 1.2% among 410,000. HepG2 CAGA-GFP TGF-b/SMAD3 reporter, GFP fluorescence, 18 h; TGF-beta stimulated, 500 pg/mL final. Potency, µM (top dose mostly 46.1 µM), for the others: at the top dose activity, negative = inhibition, most hits filed as inhibitors; note: potency is the fitted concentration of half-maximal effect; % is set by controls: 0 for no effect and ±100 for the full control effect; nearly all actives have a fitted effect of over 65% in size
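Read-out: total well GFP (ex488/em500-530) summed from mean per-cell fluorescence. Cells: HEPG2 CAGA-GFP, 1% FBS DMEM, 18 h at 37 degrees C with 500 pg/mL final TGF-beta. Unstimulated wells served as the full-inhibition control; stimulated DMSO wells = 0%.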
CCT modulator – changes cytosolic chaperonin activity; hit rate 0.3% among 360,000; purified chaperonin ATPase assay, HTRF ADP detection, 30 min; activity change, % (concentration not given with the values), hits read low; in the data active = activity change below about -30%; note: % is set by controls: 0 for no effect and ±100 for the full control effect
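Nucleotide hydrolysis assay: TRiC at 20–40 nM final (set by batch activity) with 10 uM ATP, 30 min at 37 °C, in presence of 76 uM compound. Detection by competitive ADP HTRF, 30 min ambient.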
Active calls of the source: *; i = inactive; ? = inconclusive; . = not tested or not shown; & = joins results of further samples. Unless noted, calls come from the whole dose curve; as a rule, active = well fitted curve in the direction sought with a large enough effect; inconclusive = small, poorly fitted or top-dose-only effect, or another doubt; inactive = no such curve, though single readings can be large; an effect the other way counts as inactive or inconclusive.

nr | molecule | Nrf2 ARE act | Mm-Cpn inhibitor | A549 tox | Abeta yeast res | TGFb inhibitor
1 | CCc1nc2ccccc2n1CC(=O)N(C(C)CC)C1CCS(=O)(=O)C1 (centres undefined) | 0.3% | -7% | -6% | -10% | 15%
2 | CCOC(=O)c1c(-c2ccc(OC)cc2)oc2ccc(OCc3ccc(F)cc3F)cc12 | -0.4% | . | -3% | -9% | -3%
3 | COc1ccc(C(=O)Nc2ccccc2C(=O)NC(Cc2ccc(O)cc2)C(=O)NNC(=O)c2ccncc2)cc1 (centres undefined) | 3.5% | -1% | 0% | -23% | 0%
4 | CC(/C=C/c1ccccc1)=N\NC(=O)C1CC1(C)c1ccccc1 (centres undefined) | 0.1% | 3% | -14% | -3% | ?
5 | CC(=O)NC(c1ccccc1)c1cc(Cl)c2cccnc2c1O (centres undefined) | 2.5% | -3% | ? | ? | ?
6 | Cn1c(CNC(=O)c2ccccc2F)nnc1SCC(=O)N1CCN(c2ccccc2)CC1 | -0.4% | 4% | 3% | -10% | -23%
7 | O=c1[nH]c(=S)[nH]cc1S(=O)(=O)c1cccc(Cl)c1 | -0.3% | -1% | -4% | -3% | 3%
8 | CC1CN(Cc2c(O)ccc3c(=O)c(-c4ccccc4Cl)coc23)CC(C)O1 (centres undefined) | 24% | -5% | 1% | -7% | -10%
9 | C=CCn1c(-c2csc(-c3ccc(Cl)cc3)n2)n[nH]c1=S | 0.3% | -2% | 7% | 10% | -7%
10 | CC1CCCN(c2ncnc3c2nnn3C)C1 (centres undefined) | 0.3% | . | -2% | -8% | 30%
11 | O=C(Nc1c2c(nn1-c1ccccc1)CS(=O)(=O)C2)c1cc2ccccc2o1 | -0.5% | 0% | 5% | 0% | 4%
12 | Cc1cc(C)cc(NC(=O)c2ccc(CSc3nnc(C)s3)cc2)c1 | 3.4% | 1% | -1% | -8% | -2%

nr | CCT modulator | HepG2 tox | Nrf2 inh | pAkt inh
1 | -2.3 | 3% | -3% | i
2 | . | 7% | 7% | .
3 | -0.9 | 2% | 7% | i
4 | -1.8 | -2% | -2% | i
5 | -1.4 | -17% | 18µM* | i
6 | -0.6 | -19% | -1% | i
7 | -1.8 | -7% | 7% | i
8 | -17 | -14% | 5% | i
9 | 0.4 | -4% | -1% | i
10 | . | -1% | . | .
11 | -0.8 | 0% | 4% | i
12 | 1.1 | -28% | 9% | i

Brought forward from above: 3 entries; new compounds follow.
nr | molecule | Nrf2 ARE act | Mm-Cpn inhibitor | A549 tox | Abeta yeast res | TGFb inhibitor
10 | CC1CCCN(c2ncnc3c2nnn3C)C1 (centres undefined) | 0.3% | . | -2% | -8% | 30%
11 | O=C(Nc1c2c(nn1-c1ccccc1)CS(=O)(=O)C2)c1cc2ccccc2o1 | -0.5% | 0% | 5% | 0% | 4%
12 | Cc1cc(C)cc(NC(=O)c2ccc(CSc3nnc(C)s3)cc2)c1 | 3.4% | 1% | -1% | -8% | -2%
13 | O=C(NCc1ccco1)C1CCCN(S(=O)(=O)Cc2ccccc2)C1 (centres undefined) | -0.2% | -2% | 8% | 20% | -1%
14 | CN(C)C(=O)CCc1ccc2c3c([nH]c2c1)[C@]1(C)[C@@H](C(=O)N2CCOCC2)C[C@H](CC(=O)NCC24CC5CC(CC(C5)C2)C4)C(=O)N1CC3 | 4.0% | 1% | 1% | 4% | 21%
15 | CC(C)NC(=O)C1(C)Cc2c(-c3cccc(C(N)=O)c3)ccnc2O1 (centres undefined) | 10% | . | . | -16% | -17%
16 | S=C(CN1CCCC1=S)NCCc1ccccc1 | 0.1% | 0% | -17% | ? | -13%
17 | NC(=O)N=Nc1c(O)[nH]c2ccc([N+](=O)[O-])cc12 | 0.4% | 3% | 0% | 9% | -7%
18 | CCOC(=O)[C@]12CCC=C1N(CCC1=CCCCC1)C(=O)[C@H](CC(=O)NCc1cccs1)C2 | -0.2% | . | . | -20% | .
19 | CCC(C)C(=O)Nc1nnc(CCc2ccccc2)s1 (centres undefined) | 0.4% | 0% | -5% | ? | 1%
20 | NS(=O)(=O)c1cnccc1Nc1ccc(Cl)cc1 | -0.7% | 1% | -1% | -6% | -3%
21 | O=C(Nc1cccc2ccccc12)c1cnsn1 | 30% | -1% | 12% | -21% | 3%
22 | O=C1CCN(CCc2ccccc2)CCN1CCOc1ccccc1 | 2.9% | -3% | 0% | 0% | 3%&-20%
23 | O=C(O)Cc1c[nH]c2ccc(O)cc12 | 22% | . | -2% | 0% | ?
24 | CC(C(=O)Nc1ccc(C(=O)O)c(O)c1)N1C(=O)/C(=C\c2ccco2)SC1=S (centres undefined) | 7.4% | -3% | 3% | -20% | 0%

nr | CCT modulator | HepG2 tox | Nrf2 inh | pAkt inh
10 | . | -1% | . | .
11 | -0.8 | 0% | 4% | i
12 | 1.1 | -28% | 9% | i
13 | -0.7 | -5% | 9% | i
14 | 2.1 | -5% | 9% | i
15 | 0.9 | -21% | . | i
16 | -2.0 | -36% | -29% | i
17 | -1.9 | 0% | -6% | i
18 | 0.4 | . | . | i
19 | -5.4 | 3% | 3% | i
20 | -0.4 | 24% | -15% | i
21 | -2.9 | -3% | 13% | i
22 | 1.2 | 2%&-24% | 12% | i
23 | -1.2 | -42% | 1% | i
24 | 1.7 | 17% | 7% | .

At a glance, part of the list above:
nr | molecule | Nrf2 ARE act | Mm-Cpn inhibitor | A549 tox | Abeta yeast res | TGFb inhibitor
15 | CC(C)NC(=O)C1(C)Cc2c(-c3cccc(C(N)=O)c3)ccnc2O1 (centres undefined) | 10% | . | . | -16% | -17%
16 | S=C(CN1CCCC1=S)NCCc1ccccc1 | 0.1% | 0% | -17% | ? | -13%
17 | NC(=O)N=Nc1c(O)[nH]c2ccc([N+](=O)[O-])cc12 | 0.4% | 3% | 0% | 9% | -7%
18 | CCOC(=O)[C@]12CCC=C1N(CCC1=CCCCC1)C(=O)[C@H](CC(=O)NCc1cccs1)C2 | -0.2% | . | . | -20% | .
19 | CCC(C)C(=O)Nc1nnc(CCc2ccccc2)s1 (centres undefined) | 0.4% | 0% | -5% | ? | 1%

nr | CCT modulator | HepG2 tox | Nrf2 inh | pAkt inh
15 | 0.9 | -21% | . | i
16 | -2.0 | -36% | -29% | i
17 | -1.9 | 0% | -6% | i
18 | 0.4 | . | . | i
19 | -5.4 | 3% | 3% | i

The list goes on:
nr | molecule | Nrf2 ARE act | Mm-Cpn inhibitor | A549 tox | Abeta yeast res | TGFb inhibitor
25 | Cc1onc(-c2ccccc2)c1C(=O)NNC(=O)c1ccccc1O | -0.1% | 0% | 2% | -10% | -3%
26 | COc1cc(OC)cc(-c2n[nH]c(=S)n2-c2cc(OC)ccc2OC)c1 | 0.2% | 0% | -16% | -7% | 0%
27 | COc1ccc(/C=N/NC(=O)c2cccnc2)cc1COc1ccc([N+](=O)[O-])cc1 | 4.3% | 2% | -21% | 0% | 7%
28 | CCN(CC)S(=O)(=O)c1ccc(Cl)c(C(=O)NNC(=O)c2csc(N3CCOCC3)n2)c1 | 0.0% | . | 4% | 4% | 8%
29 | CCC(C)NC(=O)c1sc2ncccc2c1-n1c(C)ccc1C (centres undefined) | 4.5% | . | 1% | -14% | -21%
30 | COc1ccc(C(C)=O)cc1CSc1nnc(Nc2ccccc2)s1 | 3.8% | -3% | -24% | 7% | -8%
31 | CC(C)(CS(=O)(=O)[O-])NC(=O)CC[N+](C)(C)CCO | 0.2% | ? | 1% | -6% | ?
32 | N#CCCN(CCC#N)C(=O)c1ccc2c(c1)OCO2 | -0.7% | 1% | -3% | 7% | 0%
33 | Cc1cnc(C(=O)NCCc2ccc(S(=O)(=O)NC(=O)NC3CCCCC3)cc2)cn1 | 0.1% | -1% | -7% | -18% | -1%
34 | O=C(Cc1cccc(C(F)(F)F)c1)NCc1ccc(Cl)cc1Cl | 3.5% | 2% | -7% | 9% | -20%
35 | Cc1ccc2c(c1)c(N1CCCC1=O)c(C(=O)Nc1ccc(F)cc1F)n2C | -1.1% | . | -2% | -5% | -12%
36 | S=c1nc[nH]c2c1ncn2C1CCCC1 | -0.6% | -1% | 0% | -6% | 9%
37 | O=C1c2ccccc2C(=O)N1CSc1nnc2c3ccccc3n(CCc3ccccc3)c2n1 | -0.9% | 0% | ? | 0% | 10%
38 | CCCCNC(=O)CC1N=C2c3ccccc3N=C(SCC(=O)Nc3cccc(OC)c3)N2C1=O (centres undefined) | -0.6% | 3% | 0% | -1% | 0%

nr | CCT modulator | HepG2 tox | Nrf2 inh | pAkt inh
25 | -0.7 | -19% | 18% | i
26 | -3.3 | 2% | -19% | i
27 | 1.4 | 19% | ? | i
28 | -2.1 | 2% | 4% | i
29 | . | -32% | . | .
30 | 3.7 | -27% | 23µM* | i
31 | -1.3 | 0% | 27% | i
32 | 0.0 | 10% | 4% | -106%*
33 | -0.8 | -1% | -9% | i
34 | -0.7 | -6% | -17% | i
35 | . | -11% | -4% | .
36 | -0.5 | -15% | 10% | i
37 | -10.0 | 0% | . | i
38 | 1.4 | -12% | -2% | i
